CHT inh: human CHT choline transport inhibition; 310,000 tested, 0.86% active; B-score at 10 µM; CHT-expressing cells, membrane potential dye, choline response; active compounds read low; AID 488975; Q9GZV3;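 active = B-score over 3 SD under the library average, and starting fluorescence ratio not unusually high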;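 note: choline stimulus applied at its EC90 after an EC20 pre-addition; B-score computed on integrated fluorescence ratio after choline addition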
KCNQ2 inh: KCNQ2 potassium channel inhibitors, primary screen, cell-based, CHO-K1, FluxOR thallium flux, B-score (AID 2156); O88943; 20 min; active compounds read low; B-score at 10 µM; 310,000 tested, 1.1% active;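 active = fluorescence ratio B-score at most minus 3 library SDs, with starting brightness B-score within 2 library SDs, cut at about -5.5 in these data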
Target sequence (O88943 whole entry, looked up): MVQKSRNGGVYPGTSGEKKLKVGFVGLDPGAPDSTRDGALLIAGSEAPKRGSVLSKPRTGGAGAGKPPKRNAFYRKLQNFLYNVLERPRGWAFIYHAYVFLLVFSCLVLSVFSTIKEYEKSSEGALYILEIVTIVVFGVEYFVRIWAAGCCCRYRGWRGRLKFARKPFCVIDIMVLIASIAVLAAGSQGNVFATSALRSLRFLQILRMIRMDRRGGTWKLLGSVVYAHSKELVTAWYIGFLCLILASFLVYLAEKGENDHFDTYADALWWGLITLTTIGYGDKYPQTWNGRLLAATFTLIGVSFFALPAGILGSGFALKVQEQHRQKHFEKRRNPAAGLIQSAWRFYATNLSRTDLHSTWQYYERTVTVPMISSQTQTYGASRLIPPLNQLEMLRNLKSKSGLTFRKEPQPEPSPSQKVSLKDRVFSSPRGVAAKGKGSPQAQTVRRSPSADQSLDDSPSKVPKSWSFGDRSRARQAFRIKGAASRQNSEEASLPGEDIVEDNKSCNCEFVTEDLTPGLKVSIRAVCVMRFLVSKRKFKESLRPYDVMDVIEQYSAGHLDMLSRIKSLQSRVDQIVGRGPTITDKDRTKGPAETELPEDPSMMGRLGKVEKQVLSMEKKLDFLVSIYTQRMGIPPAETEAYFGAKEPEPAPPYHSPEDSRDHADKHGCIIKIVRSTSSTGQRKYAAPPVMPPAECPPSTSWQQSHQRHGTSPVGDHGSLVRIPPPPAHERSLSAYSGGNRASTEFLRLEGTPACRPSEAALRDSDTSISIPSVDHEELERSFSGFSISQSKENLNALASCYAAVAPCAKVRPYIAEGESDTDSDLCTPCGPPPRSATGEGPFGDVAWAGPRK
* marks the source's active call; other numbers are inactive results; i = inactive.

structure,KCNQ2 inh,CHT inh
CC1(C)C=Cc2c(ccc(-c3coc4cc(O)ccc4c3=O)c2O)O1,i,i
CCC(=O)Nc1ccc(C(=O)OCc2ccc(Cl)c(Cl)c2)cc1,i,i
COC(=O)COc1ccc(S(=O)(=O)N2CCCCCC2)cc1,i,i
CCOc1ccc(Cn2c(=O)oc3ccccc32)cc1,i,i
O=C(CN1c2ccccc2Sc2ccccc21)NNC(=O)Nc1cccc(Cl)c1,i,i
COc1ccc(OC)c(S(=O)(=O)N2CCC(C(=O)NCc3cccnc3)CC2)c1,i,i
CCOc1ccc(CCNC(=O)CCc2nc(-c3ccc(OC)cc3)no2)cc1OCC,i,i
COc1ccc(Cc2noc(CN3CCN(Cc4csc(C)n4)CC3)n2)cc1OC,i,i
COc1ccc(CNC(=O)CN(Cc2ccco2)C(=O)CCC(=O)Nc2ccccn2)cc1,i,i
CC(C)N1CCN(Cc2ccc(Sc3nncn3C)o2)CC1CCO (stereo not given),i,i
COc1ccccc1N1CCN(c2cc(=O)n(Cc3ccc(F)cc3)c(=O)[nH]2)CC1,i,i
O=C(NCC1COc2ccccc2O1)c1cc2ccccc2o1 (stereo not given),i,i
O=C(C1CCCO1)N1CCN(S(=O)(=O)c2ccc(Br)cc2)CC1 (stereo not given),i,i
CC(=O)Cn1c2ccccc2n2nc(CCC(=O)O)c(=O)nc12,i,i
COc1ccc(NC(=O)CSc2nnc(CNC(=O)c3cccs3)o2)c(OC)c1,i,i
COc1cccc(NC(=O)CSc2nnc3cc(C)nc(N)n23)c1,i,i
Oc1nc(Nc2cccc(Cl)c2)sc1/C=C1\C=Nc2ccccc21,i,i
O=C(CCc1ccc(S(=O)(=O)NCCc2ccccc2)cc1)Nc1ccc2c(c1)OCCO2,i,i
CCOc1ccc(NC(=O)C2CCN(S(C)(=O)=O)CC2)cc1,i,i
COCCN(C(=O)CSc1ncc(C(F)(F)F)cc1Cl)c1c(N)n(Cc2ccccc2)c(=O)[nH]c1=O,i,i
COc1ccccc1CNC(=O)Cc1ccc(Br)cc1,i,i
C=CCOC(=O)C1=C[C@@H](c2coc3ccccc3c2=O)C[C@@H](OCCCCO)O1,i,i
O=C(Cc1ccc([N+](=O)[O-])cc1)NNC(=O)c1cccs1,i,i
CN(C)CCNC(=O)c1cc2c(=O)n(C)c3ccccc3c2n1C,i,i
O=C(O)c1cc(-c2ccccc2)nn1CC1CC(c2cccc([N+](=O)[O-])c2)=NO1 (stereo not given),i,i
Cn1c(N)c(C(=O)COC(=O)c2cc(C3CC3)nc3ccccc23)c(=O)n(Cc2ccccc2)c1=O,i,i
CC(=O)N1c2ccc(S(=O)(=O)N3CCC(C(=O)NCc4ccccc4Cl)CC3)cc2CC1C (stereo not given),i,i
Fc1c(F)c(C(F)(F)F)c(F)c(F)c1N1CCN(c2ccc3nnc(C(F)(F)F)n3n2)CC1,i,i
CC[C@@H](C)CN1C(=O)N[C@@H](c2ccccc2)C(C(C)=O)=C1C,i,i
CNC(=O)c1c[nH]c2ccc(S(=O)(=O)Nc3cccc(SC)c3)cc2c1=O,i,i
COc1ccc(OC(C)c2ccc(C#N)c(=O)[nH]2)cc1 (stereo not given),i,i
CC(=O)c1cnc2nc(SCc3ccccc3)nn2c1C,i,i
COc1ccc(/C=C2\SC(=S)N(CCC(=O)N(CCO)Cc3ccccc3)C2=O)cc1OC,i,i
COC(=O)c1noc(C)c1-c1ccnn1C(=O)c1ccc(C)cc1,i,i
CN(C)/C=C(/C(=O)c1ccccc1)n1cncn1,i,i
CCn1cc(CN2CCC(n3nccc3NC(=O)c3ccccc3C)CC2)cn1,i,i
CCOCCCNC(=O)C(NC(=O)c1ccc(NC(C)=O)cc1)c1ccc(Cl)cc1 (stereo not given),i,i
C=CC(COCc1ccccc1)N(Cc1ccccc1)S(=O)(=O)c1ccccc1Br (stereo not given),-5.6*,i
O=C(c1ccccc1F)N1CCc2ccccc21,i,i
O=C(O)c1cn(-c2ccc(F)cc2)c(=O)c2ccccc12,i,i
O=S(=O)(/N=C(/Nc1ccc(F)cc1F)c1ccccc1)c1ccccc1,i,i
c1ccc(NCC2OCc3ccccc3CO2)cc1,i,i
COc1ccc(OC)c(N2Cc3cc(C)c(C)cc3C2)c1,i,i
Cc1[nH]c(=O)c(C#N)c(C)c1Br,i,i
O=C(COc1ccc(S(=O)(=O)N2CCCC2)cc1)NCc1ccccn1,i,i

7 compounds from above, ordered by molecular weight, high to low.
structure,KCNQ2 inh,CHT inh
COc1ccc(/C=C2\SC(=S)N(CCC(=O)N(CCO)Cc3ccccc3)C2=O)cc1OC,i,i
O=S(=O)(/N=C(/Nc1ccc(F)cc1F)c1ccccc1)c1ccccc1,i,i
COc1ccc(OC)c(N2Cc3cc(C)c(C)cc3C2)c1,i,i
COc1ccc(OC(C)c2ccc(C#N)c(=O)[nH]2)cc1 (stereo not given),i,i
c1ccc(NCC2OCc3ccccc3CO2)cc1,i,i
O=C(c1ccccc1F)N1CCc2ccccc21,i,i
Cc1[nH]c(=O)c(C#N)c(C)c1Br,i,i

Next part
structure,KCNQ2 inh,CHT inh
Cn1cnc2cc(NC(=O)c3cccs3)ccc21,i,i
COc1cccc(-c2nc(CS(=O)(=O)CC(=O)Nc3cccc(C)c3C)c(C)o2)c1,i,i
COc1ccc(N2C(=O)CC(NNC(=O)c3ccco3)C2=O)cc1 (stereo not given),i,i
COc1ccccc1NC(=O)Cc1nnc(SCC(=O)c2ccc(F)cc2)n1C,i,i
COc1cc2c(cc1NC(=O)c1ccc(C)c([N+](=O)[O-])c1)oc1ccccc12,i,i
CCCCn1c(SCC(=O)N2CC(C)CC(C)C2)nc2cc(S(N)(=O)=O)ccc21 (stereo not given),i,i
Cn1cccc1C(=O)NC(=O)COC(=O)c1cc([N+](=O)[O-])ccc1Cl,i,i
CC(C)CCN1CCN(Cc2cccn2-c2ccc(Cl)cn2)CC1CCO (stereo not given),i,i
COc1ccc(C(=O)NC(C)c2nc3ccccc3n2C)cc1OC (stereo not given),i,i
O=C(CNC(=O)c1ccco1)N/N=C/c1ccc(O)cc1O,i,i
COc1cccc2cc(C(=O)Nc3cc(Cl)ccc3N3CCOCC3)c(=O)oc12,i,i
COc1ccccc1OCCOCCOc1c(C)cc(C)cc1Br,i,i
Cc1ccc2c(C)c(C(=O)N(C)C(C)c3ccon3)oc2c1C (stereo not given),i,i
O=C(COC(=O)/C=C/c1ccco1)NCc1ccccc1Cl,i,i
COc1cccc(-c2nc(=S)c3c(n2Cc2ccco2)CCCC3)c1,i,i
COc1ccc(CCNC(=O)COc2ncnc3ccccc23)cc1OC,i,i
COc1ccc(C2CC(=O)c3cnc(NC(=O)c4cccc(OC)c4)nc3C2)cc1 (stereo not given),i,i
Cn1cc(C(=O)Nc2ccc(F)c(F)c2)cn1,i,i
COC(=O)c1ccc(S(=O)(=O)N(C2CCCCC2)C2CCCCC2)n1C,i,i
O=C(NCCS(=O)(=O)N1CCN(c2ccccc2F)CC1)C1CC(=O)N(c2ccccc2)C1 (stereo not given),i,i
CS(=O)(=O)c1ccccc1C(=O)NCCC(c1ccccc1)c1ccccc1,i,i
CC1=C(C(=O)OCc2ccccc2)C(c2ccc([N+](=O)[O-])cc2)NC(=O)N1C (stereo not given),i,i
COc1ccc(-c2cc(C(F)(F)F)nc(NCc3cccnc3)n2)cc1,i,i
c1ccc(COc2ccc(OCCn3cncn3)cc2)cc1,i,i
CC(CCc1ccccc1)NC(=O)CN(C)Cc1ccccc1F (stereo not given),i,i
COc1ccc(OC2C(=O)N(c3cc(C)ccc3C)C2c2ccc(OC)c(OC)c2)cc1 (stereo not given),i,i
O=C(COC(=O)C1CCC(N2C(=O)C3C4CCC(C4)C3C2=O)CC1)c1ccc(F)cc1 (stereo not given),i,i
CCC(C)NC(=O)CN(c1ccc(Cl)c(Cl)c1)S(C)(=O)=O (stereo not given),i,i
O=C(NN1C(=O)C2C3c4ccccc4C(c4ccccc43)C2C1=O)c1ccccc1 (stereo not given),i,i
Cc1ccc(C(=O)Nc2nc(C)c(C)s2)o1,i,i
CCCOC(=O)C[N+](C)(C)CCOC1CC2CCC1(C)C2(C)C (stereo not given),i,i
CCCn1c(=S)[nH]c2cc(C(=O)NCC3CCCO3)ccc2c1=O (stereo not given),i,i
O=C(N1CCCCCC1)N1CCN(S(=O)(=O)N2CCOCC2)CC1,i,i
Cc1ccc(NC(=O)c2cnc(SCC(=O)c3ccccc3)n(C)c2=O)cc1,i,i
CCc1c(C)n([O-])c2c([n+]1=O)CCC2,i,i
C=CCNC(=O)c1c(C(F)(F)F)nn(C)c1Cl,i,i
COc1cccc(CNC(=O)CCCc2nnc3n(C)c(=O)c4sccc4n23)c1,i,i
CC1Oc2cc3oc4c(O)c(O)ccc4c(=O)c3c(O)c2C1(C)C (stereo not given),i,i
O=C(Nc1ccc(F)cc1F)c1csc(-c2cccs2)n1,i,i
CCCOc1ccc(N2C(=O)CC(N(CCCO)C(=O)CC)C2=O)cc1 (stereo not given),i,i
CCOc1cc(S(=O)(=O)N2CCCCCC2)ccc1F,i,i
CCSc1nnc(NC(=O)CSc2ncccn2)s1,i,i
Cc1cccc(C(=O)NCCNC(=O)c2cccnc2)c1,i,i
CNC(=S)Nn1cnc2ccccc21,i,i
O=C(CCC(=O)OCC(=O)c1cccc([N+](=O)[O-])c1)Nc1ccccc1Cl,i,i

Compounds listed so far with a COOH group:
structure,KCNQ2 inh,CHT inh
CC(=O)Cn1c2ccccc2n2nc(CCC(=O)O)c(=O)nc12,i,i
O=C(O)c1cc(-c2ccccc2)nn1CC1CC(c2cccc([N+](=O)[O-])c2)=NO1 (stereo not given),i,i
O=C(O)c1cn(-c2ccc(F)cc2)c(=O)c2ccccc12,i,i

Further records.
structure,KCNQ2 inh,CHT inh
COc1ccccc1-c1c(-c2ccc(OCC(=O)NN)cc2O)n[nH]c1C(F)(F)F,i,i
CN(Cc1ccccc1)C(=O)CN1C(=O)NC(C)(c2ccc(C(C)(C)C)cc2)C1=O (stereo not given),i,i
COc1ccc(COC(=O)C2=C(C)NC(=O)NC2c2cccc(Br)c2)cc1 (stereo not given),i,i
Cc1cccc(OCCCN2C(=O)C(=O)c3cc(C)ccc32)c1,i,i
CC(OC(=O)CCc1ccccc1)C(=O)Nc1ccc(Cl)cn1 (stereo not given),i,i
Cc1ccc(CSc2ccc(C(=O)N3CCOCC3)cc2[N+](=O)[O-])cc1,i,i
CCOC(=O)N1CCN(CC(=O)Nc2nc3ccc(OC)cc3s2)CC1,i,i
CCCn1c2ccccc2c2nnc(SCC(=O)OCC)nc21,i,i
CCOC(=O)C(NC(=O)CC)(Nc1ccc(S(=O)(=O)Nc2ncccn2)cc1)C(F)(F)F (stereo not given),i,i
CCOc1ccc(C(=O)C(C)OC(=O)Cn2cnc3c2c(=O)n(C)c(=O)n3C)cc1 (stereo not given),i,i
CCN(CC)C(=O)CCc1nnc(CCc2c[nH]c3ccccc23)o1,i,i
NC(=O)c1ccsc1NC(=O)CSc1ccccc1F,i,i
COC(=O)[C@H](CCSC)NC(=O)Nc1cc(C)ccc1C,i,i
Cc1ccc(C(C)C)c(OCC(=O)Nc2ccc3c(c2)nc(CCN2CCCCC2)n3C)c1,i,i
COCCNC(=O)C(c1ccc(C)cc1)N(C(=O)CCC(=O)Nc1ccccn1)c1ccc(F)cc1 (stereo not given),i,i
Cc1ccc(C(C(=O)NCc2ccc(F)cc2)N(Cc2ccco2)C(=O)c2snc(C(N)=O)c2N)o1 (stereo not given),i,i
CC(C)(C)NC(=O)C(c1cccs1)N(C(=O)c1csnn1)c1cccc(F)c1 (stereo not given),i,i
Cc1cccc(NC(=O)N2CCN(Cc3ccc4c(c3)OCO4)CC2)c1C,i,i
COC(=O)c1ccc(C(=O)OC)c(NC(=O)COc2ccccc2OC)c1,i,i
CCN1C(Nc2ccccc2)=NC[C@@H]1CC(C)C,i,i
O=C(CS(=O)c1ccc(Br)cc1)N1CCOCC1 (stereo not given),i,i
CCC(CC)c1nnc(NC(=O)CC(C)c2ccccc2)s1 (stereo not given),i,i
O=C(Nc1ccc(S(=O)(=O)N2CCc3ccccc3C2)cc1)C1CCCO1 (stereo not given),i,i
CC1(C)CC(=O)C(C=Nc2cc(C(=O)c3ccccc3)ccc2N)=C(O)C1,i,i
CC(=O)CSc1nc(N)c(C#N)c(-c2cccs2)c1C#N,i,i
CCCCn1c(N)c(N(CCC(C)C)C(=O)c2c(C)noc2C)c(=O)[nH]c1=O,i,i
CC(Nc1nc(-c2ccccc2O)nc2ccccc12)c1ccccc1 (stereo not given),i,i
CCOCCOC(=O)c1cccc(NC(=O)OCC)c1,i,i
O=C(Cn1c(=O)[nH]c2ccccc2c1=O)Nc1ccc2c(c1)OCCO2,i,i
COC1CCN(C(=O)c2ccc(OC3CCN(CCc4ccccc4)CC3)cc2)CC1,i,i
C=CCN(C(=O)c1csnn1)C(C(=O)NC1CCCC1)c1c(F)cccc1Cl (stereo not given),i,i
O=C(NCCS(=O)(=O)NC1CCCCC1)c1ccc2c(c1)OCO2,i,i
O=C1c2cccnc2C(=O)N1c1cccc([N+](=O)[O-])c1,i,i

Bioassay records deposited in PubChem BioAssay by Johns Hopkins Ion Channel Center.

Not a hit list. About 1.9% of those tested had a hit in this group.
